# Sm TGR block: S. mansoni TGR enzyme inhibition | Q962Y6 | purified TGR, DTNB reduction, TNB absorbance 405 nm | Potency, µM (top dose mostly 114 µM), inactives show top-dose activity change, negative = inhibition, most hits filed as inhibitors | 3% of 360,000 active; also: potency is read from the fitted curve at half-maximal effect; nearly all actives have a fitted effect of over 60% in size
#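 First, TGR (20 nM dispensed) and NADPH were mixed with compound. Second, a 15 min room-temperature incubation followed. Third, further NADPH and then DTNB were added to start the reaction. Finally, TNB absorbance was monitored kinetically.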
# AmpC inh detg: blocks E. coli AmpC beta-lactamase in detergent assay | AmpC hydrolysis of nitrocefin, absorbance 480 nm, 0.01% Triton | Potency, µM (doses to about 114 µM), for the others: at the highest dose activity change, negative = inhibition, usual class: inhibitors | 0.041% of 370,000 active | P00811;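 also: potency is read from the fitted curve at half-maximal effect; 0% = no-compound wells and -100% = no-enzyme wells; nearly all actives have a fitted effect of over 25% in size; some results filed as inactive show a strong effect at the top dose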
# Target sequence (P00811 whole entry, looked up): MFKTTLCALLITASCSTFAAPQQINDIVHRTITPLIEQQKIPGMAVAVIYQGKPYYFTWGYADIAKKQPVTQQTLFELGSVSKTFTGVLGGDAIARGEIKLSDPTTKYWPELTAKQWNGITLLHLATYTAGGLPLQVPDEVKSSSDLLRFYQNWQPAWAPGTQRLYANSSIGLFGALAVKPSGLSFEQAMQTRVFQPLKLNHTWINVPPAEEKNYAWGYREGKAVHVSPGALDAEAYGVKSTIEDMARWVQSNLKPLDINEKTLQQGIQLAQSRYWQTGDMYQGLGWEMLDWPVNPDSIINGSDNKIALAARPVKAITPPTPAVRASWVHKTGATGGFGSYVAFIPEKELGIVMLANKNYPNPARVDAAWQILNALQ
#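 20 mM phosphate pH 7.0 + 0.01% (detergent screen) or 0.0001% Triton X-100; 5.3 nM AmpC reagent; cpd preinc 15 min RT; nitrocefin (800 uM stock) to start; A480 q20 s × 4 min; Activity was normalised to no-enzyme and no-compound control wells.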
# LmPK inh: blocks Leishmania mexicana pyruvate kinase activity; Q27686; purified LmPK, Kinase-Glo ATP luminescence, 1 h; Potency, µM (titrated, usually from 57.5 µM), for inactives: top-dose activity change, negative = inhibition, usual class: inhibitors; 0.37% of 290,000 active; AID 1721; also: potency is read from the fitted curve at half-maximal effect
# Target sequence (Q27686 whole entry, looked up): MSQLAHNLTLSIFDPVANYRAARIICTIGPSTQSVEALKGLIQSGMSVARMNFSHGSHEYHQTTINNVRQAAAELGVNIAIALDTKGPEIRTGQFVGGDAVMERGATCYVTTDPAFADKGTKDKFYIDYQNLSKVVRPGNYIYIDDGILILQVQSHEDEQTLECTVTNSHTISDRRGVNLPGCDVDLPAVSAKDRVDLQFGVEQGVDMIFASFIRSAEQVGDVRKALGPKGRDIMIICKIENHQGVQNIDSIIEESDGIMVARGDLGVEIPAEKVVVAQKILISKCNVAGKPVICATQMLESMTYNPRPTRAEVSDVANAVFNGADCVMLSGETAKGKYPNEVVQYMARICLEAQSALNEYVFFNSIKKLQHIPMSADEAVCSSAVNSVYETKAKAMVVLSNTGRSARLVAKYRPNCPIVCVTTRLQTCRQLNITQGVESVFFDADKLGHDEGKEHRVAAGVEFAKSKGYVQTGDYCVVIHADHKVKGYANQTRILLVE
#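 0.1 nM LmPK, 0.5 mM PEP, 0.1 mM ADP; 50 mM imidazole pH 7.2, 7 mM MgCl2, 50 mM KCl; 1 h RT. Kinase-Glo luminescence readout, normalized to no-enzyme (full inhibition) and uninhibited wells.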
# AmpC no deterg: AmpC beta-lactamase inhibition without detergent | Potency, µM (top dose mostly 57.1 µM), for the others: at the top dose activity change, negative = inhibition, most hits filed as inhibitors | AmpC nitrocefin hydrolysis, absorbance 480 nm, 0.0001% Triton | AID 485341 | P00811 | 0.52% of 330,000 active;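 also: potency is read from the fitted curve at half-maximal effect; plate controls were no compound for no effect and no enzyme for full effect; nearly all actives have a fitted effect of over 20% in size; some results filed as inactive show a strong effect at the top dose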
#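 20 mM phosphate pH 7.0 + 0.01% (detergent screen) or 0.0001% Triton X-100; 5.3 nM AmpC reagent; cpd preinc 15 min RT; nitrocefin (800 uM stock) to start; A480 q20 s × 4 min; Activity was normalised to no-enzyme and no-compound control wells.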
# AMA1 RON2 block: inhibitors of Plasmodium falciparum AMA1-RON2 interaction; AID 720542; AlphaScreen AMA1-biotinylated RON2 peptide binding; Potency, µM (top dose mostly 58.2 µM), for the others: at the highest dose activity change, negative = inhibition, most hits filed as inhibitors; 0.2% of 360,000 active;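 also: potency is read from the fitted curve at half-maximal effect; 0% = vehicle wells and -100% = peptide control; nearly all actives have a fitted effect of over 45% in size; some results filed as inactive show a strong effect at the top dose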
#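 AMA1 (3D7) with his tag at 25 nM final met compounds first, then biotinylated RON2 peptide at 25 nM; detection used donor plus acceptor beads, 10 µg/mL apiece, read by AlphaScreen after 30 min at room temperature.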
# HCMV antiviral: human cytomegalovirus inhibition. activity change, negative = inhibition, % at 57.5 µM. 4.5% of 410,000 active. AID 1259415. HFF cells, HCMV-luciferase reporter, 72 h; stronger effect = lower value; in the data active = activity change below about -60%; inconclusive = no clear call, values can overlap the other calls; inactive = above about -39%
#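 Compounds were evaluated in HFFs infected with an HCMV luciferase reporter virus (MOI 1 PFU/cell). Luciferase in lysates collected 72 h post infection served as the replication measure.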
# Tb PYK inh: blocks Trypanosoma brucei pyruvate kinase; Q57TT1; TbPYK enzyme, Kinase-Glo Plus ATP luminescence, 45 min; Potency, µM (top dose mostly 76.8 µM), without a hit: top-dose activity, negative = inhibition, hits mostly inhibitors; 0.12% of 410,000 active; also: potency is read from the fitted curve at half-maximal effect; nearly all actives have a fitted effect of over 50% in size
#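 Glycolytic pyruvate kinase of T. brucei was incubated with substrate, test compound and 130 uM ADP for 45 minutes at room temperature. Luminescent Kinase-Glo Plus signal was measured after 10 minutes.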
# The depositor's hits bear a star; ? = inconclusive; / = not tested or not shown; & = joins results of further samples; [ ] = remark or other dose. Unless noted, calls follow the shape of the dose curve; as a rule, active = well fitted curve in the direction sought with a large enough effect; inconclusive = small, poorly fitted or top-dose-only effect, or another doubt; inactive = no such curve, though single readings can be large; an effect the other way counts as inactive or inconclusive. Unless noted, % is scaled to controls: 0 for no effect and ±100 for the full control effect. Not a hit list. About 7.4% of those tested had a hit in this group.
1: Cc1ccc(S(=O)(=O)N2CCN(C(=O)c3ccc(OCc4c(C)noc4C)cc3)CC2)cc1
2: CC1(C)NS(=O)(=O)Oc2ccccc21
3: O=C(CN1CCN(Cc2ccc(Cl)cc2)CC1)N/N=C/C=C/c1ccccc1[N+](=O)[O-]
4: O=C(Nc1ccccc1)NC1CCN(Cc2c(F)cccc2Cl)CC1
5: COc1ccc(C(=O)Cc2nnc(C)s2)cc1
6: CC(C)Cc1cc(C(=O)N2CCCC(CCC(=O)N(C)CCc3ccccn3)C2)no1 (stereo not given)
7: CC1CCN(CCCCOc2cccc(C(C)C)c2)CC1
8: CN1OC[C@@H]2CN(C(=O)C(C)(C)C)[C@H](c3ccc(-c4cccnc4)cc3)C[C@@H]21

compound no. | 1 | 2 | 3 | 4 | 5 | 6 | 7 | 8
Sm TGR block | 6% | -20% | -3% | -2% | 14% | 12% | 11% | /
AmpC inh detg | ? | ? | -4% | -4% | -2% | -3% | 2% | /
LmPK inh | 8% | 0% | 1% | 7% | -8% | -1% | 0% | /
AmpC no deterg | 103%[activator] | -21% | 266%[activator] | -18% | -4% | 133%[activator] | 27% | /
AMA1 RON2 block | -17% | -5% | 15% | -15% | 7% | -10% | -7% | 0%
HCMV antiviral | -37 | ? | -15 | -34 | -3 | -12 | -20 | -17
Tb PYK inh | 0% | 4% | -5% | -7% | 4% | 3% | 3% | 2%

9: Cn1nccc1C(=O)Nc1sc2c(c1C#N)CCCC2
10: Cc1ccc2c(c1)NC(=O)C(CC(=O)N(C)Cc1ccccc1)O2 (stereo not given)
11: CC(=O)NC1(c2cccc(F)c2)CCN(CC(=O)NC(C)C)CC1
12: c1ccc(OCCN2C3=NCCN3c3ccccc32)cc1
13: CC(C)c1ccc(N2C(=O)NC(=O)/C(=C/c3cnc(-c4ccccc4)nc3)C2=O)cc1
14: CCOC(=O)c1cc(CC)sc1N
15: CCOc1ccccc1N(CC(=O)N1CCN(Cc2ccccc2)CC1)S(=O)(=O)c1ccccc1
16: Cc1cc(C)c2c(c1)/C(=N/NC(=O)c1ccc(O)cc1)CCC2

compound no. | 9 | 10 | 11 | 12 | 13 | 14 | 15 | 16
Sm TGR block | -6% | -24% | 9% | 5% | 3.5µM* | -27% | / | 1%
AmpC inh detg | 1% | ? | 2% | ? | ? | 2% | / | -1%
LmPK inh | 1% | 5% | 1% | -2% | 2% | -3% | / | 4%
AmpC no deterg | -30% | -19% | -4% | 4% | -22% | -14% | / | 87%[activator]
AMA1 RON2 block | 2% | 21% | 16% | 17% | 2% | 5% | -3% | 35%[activator]
HCMV antiviral | 61 | 2 | 52 | -17 | 24 | -28 | -5 | -7
Tb PYK inh | -4% | -25% | 11% | 1% | -5% | -5% | 4% | -4%

17: c1ccc(CSc2ccc(-c3ccccn3)nn2)cc1
18: Cc1cc(/C=N/n2cnnc2)c(C)n1-c1ccccc1
19: CC(C)(C)OC(=O)NOCC(=O)N(CC(=O)c1ccccc1)Cc1ccccc1
20: CC(C)CCc1noc(CN(C)CC2CCN(Cc3ccccc3)CC2)n1
21: C#Cc1ccc([C@H]2C=C(C(=O)O)O[C@@H](OCc3ccc(CO)cc3)C2)cc1
22: CCCC(=O)Nc1cccc(-c2cn3c(C)csc3n2)c1
23: CCOC(=O)C1CCCN(/C=C2\SC(=S)N(CC)C2=O)C1 (stereo not given)
24: O=C(Cc1cccs1)NC1CC(=O)N(c2ccc(Cl)cc2)C1 (stereo not given)

compound no. | 17 | 18 | 19 | 20 | 21 | 22 | 23 | 24
Sm TGR block | 0% | -14% | -2% | -4% | 35µM* | -1% | 0% | 2%
AmpC inh detg | 2% | -6% | ? | 1% | 5% | 24% | -5% | 2%
LmPK inh | 1% | 2% | / | 1% | 8% | / | 6% | /
AmpC no deterg | -24% | 0% | 1% | 27% | -35% | / | 38% | /
AMA1 RON2 block | ? | -7% | 4% | 6% | -1% | / | 0% | /
HCMV antiviral | -18 | 82 | 16 | -35 | -10 | -12 | -22 | -30
Tb PYK inh | -8% | 0% | 4% | 2% | -5% | 2% | 4% | -6%

# Of the compounds above, two contain a tert-butyl group.
8: CN1OC[C@@H]2CN(C(=O)C(C)(C)C)[C@H](c3ccc(-c4cccnc4)cc3)C[C@@H]21
19: CC(C)(C)OC(=O)NOCC(=O)N(CC(=O)c1ccccc1)Cc1ccccc1

compound no. | 8 | 19
Sm TGR block | / | -2%
AmpC inh detg | / | ?
LmPK inh | / | /
AmpC no deterg | / | 1%
AMA1 RON2 block | 0% | 4%
HCMV antiviral | -17 | 16
Tb PYK inh | 2% | 4%

# Following part.
25: O=C(NCc1ccco1)c1ccc(-c2csnn2)cc1
26: CC(CN1CCCCC1)OC(=O)/C=C/c1ccccc1 (stereo not given)
27: O=C(NCCc1ccccc1)c1ccccc1NS(=O)(=O)N1CCCC1
28: CCc1ccc(NC(=O)CCS(=O)(=O)c2ccc3c(c2)CCN3C(C)=O)cc1
29: CC(=O)Nc1c(C)cc(S(C)(=O)=O)cc1C
30: Cc1ccc(CCNC(=O)c2cc(C)nn2-c2ccccc2)cc1
31: CC(=O)Nc1nc2n(n1)C(c1ccc(Cl)cc1)C=C(C)N2 (stereo not given)
32: O=C1C2CC=CCC2C(=O)N1Cc1ccccc1Cl (stereo not given)

compound no. | 25 | 26 | 27 | 28 | 29 | 30 | 31 | 32
Sm TGR block | ? | 0% | 2% | -19%&-8% | 0% | -2% | 14µM* | -5%
AmpC inh detg | 3% | -7% | -10% | 1%&4% | -9% | 0% | 4% | -1%
LmPK inh | 4% | -3% | -6% | -1% | -5% | -1% | 4% | 2%
AmpC no deterg | -27% | -8% | -33% | -6% | -1% | 29% | -17% | -22%
AMA1 RON2 block | -1% | -5% | -5% | -3% | 10% | -6% | 6% | 10%
HCMV antiviral | -8 | 3 | 11 | -18&-11 | 39 | ? | -20 | -40
Tb PYK inh | -9% | 1% | -1% | -3%&1% | -2% | 0% | -11% | -9%

33: CCOc1ccccc1-c1cc(-c2ccc(OC)cc2)nc2c1c(=O)n(C)c(=O)n2C
34: CCCc1cc(=O)[nH]c(NCc2ccc(Cl)cc2)n1
35: CC(=O)Nc1ccc(NC(=O)C/C(C)=N/NC(N)=S)cc1
36: CCOC(=O)c1[nH]c(C)c(CCC(=O)NCc2cccc(Cl)c2)c1C
37: Cc1ccc(CNC(=O)c2cccnc2Sc2cccc(Cl)c2)cc1
38: COC(=O)c1nc(NC(=O)c2ccccc2)n[nH]1
39: O=C(CN1CCN(c2ccc(O)cc2)CC1)Nc1ccc(S(=O)(=O)N2CCCC2)cc1
40: O=C(NN1CCOCC1)c1cc(-c2cccs2)nc2ccccc12

compound no. | 33 | 34 | 35 | 36 | 37 | 38 | 39 | 40
Sm TGR block | -1% | 3% | -9% | -2% | -6% | ? | / | 2%
AmpC inh detg | ? | 0% | -10% | 24% | -4% | 0% | / | ?
LmPK inh | 3% | 2% | 3% | / | 1% | -3% | / | -4%
AmpC no deterg | -23% | / | -25% | / | -10% | -2% | -11% | -20%
AMA1 RON2 block | -3% | 0% | 72%[activator] | / | -9% | 7% | 13% | 11%
HCMV antiviral | 3 | 40 | -3 | -3 | 1 | 14 | -37 | 33
Tb PYK inh | 1% | -2% | -4% | -2% | 2% | 3% | ? | -5%

# As entered above.
# Under HCMV antiviral, cpd 15 reads -5
# Under Tb PYK inh, cpd 37 reads 2%

# A portion from the list above, for reference:
34: CCCc1cc(=O)[nH]c(NCc2ccc(Cl)cc2)n1
35: CC(=O)Nc1ccc(NC(=O)C/C(C)=N/NC(N)=S)cc1
36: CCOC(=O)c1[nH]c(C)c(CCC(=O)NCc2cccc(Cl)c2)c1C
37: Cc1ccc(CNC(=O)c2cccnc2Sc2cccc(Cl)c2)cc1
38: COC(=O)c1nc(NC(=O)c2ccccc2)n[nH]1

compound no. | 34 | 35 | 36 | 37 | 38
Sm TGR block | 3% | -9% | -2% | -6% | ?
AmpC inh detg | 0% | -10% | 24% | -4% | 0%
LmPK inh | 2% | 3% | / | 1% | -3%
AmpC no deterg | / | -25% | / | -10% | -2%
AMA1 RON2 block | 0% | 72%[activator] | / | -9% | 7%
HCMV antiviral | 40 | -3 | -3 | 1 | 14
Tb PYK inh | -2% | -4% | -2% | 2% | 3%

# (listing goes on)
41: CCOc1ccc(OCc2ccc(C(=O)OCc3ccccn3)o2)cc1
42: CC(C)c1ccc(/C=C/C(=O)Nc2nc3ccc([N+](=O)[O-])cc3s2)cc1
43: Cc1ccccc1Sc1ccc([N+](=O)[O-])cn1
44: COc1ccccc1OCCNC(=O)c1cc(SC)ccc1Cl
45: Clc1ccc2c(c1)CNc1c(ncnc1N1CCOCC1)O2
46: COc1ccc(-n2nc(C(=O)O)cc2-c2ccccc2)cc1
47: CCN(CC)c1ccc(NC(=O)C2CCCN(S(=O)(=O)c3cccnc3)C2)c(C)c1 (stereo not given)
48: O=C(O)c1ccc(NC(=O)c2cccc(C(=O)Nc3ccc(C(=O)O)cc3)n2)cc1

compound no. | 41 | 42 | 43 | 44 | 45 | 46 | 47 | 48
Sm TGR block | -16% | -20% | / | 4% | -3% | 3% | -5% | 0%
AmpC inh detg | -12% | -4% | / | ? | ? | -12% | -2% | -12%
LmPK inh | -8% | 0% | / | 2% | -2% | -5% | -1% | -6%
AmpC no deterg | 18% | -28% | / | -12% | 23% | -30% | 50% | -15%
AMA1 RON2 block | 9% | 10% | -18% | 15% | 0% | -3% | -19% | 18%
HCMV antiviral | 50 | ? | -2 | -11 | 4 | -6 | -29 | 11
Tb PYK inh | 1% | / | -1% | 0% | -2% | -6% | -13% | -3%

49: N#C/C(=C/c1cn(CC(=O)O)c2ccccc12)C(=O)NCc1ccccc1
50: O=c1[nH]c(=O)c2cn[nH]c2[nH]1
51: CCCCn1c(N)c(N(CCOC)C(=O)c2cc3c(s2)CCC3)c(=O)[nH]c1=O
52: O=C(Nc1c(C(=O)N2CCOCC2)cnn1-c1ccccc1)c1ccc([N+](=O)[O-])cc1

compound no. | 49 | 50 | 51 | 52
Sm TGR block | 3% | -1% | -6% | -1%
AmpC inh detg | 2% | ? | -4% | -15%
LmPK inh | 2% | / | / | -1%
AmpC no deterg | -29% | -4% | -3% | -9%
AMA1 RON2 block | -12% | -3% | 16% | 2%
HCMV antiviral | 12 | -15 | -11 | -24
Tb PYK inh | -2% | 1% | -5% | -8%
